Screens deposited in PubChem by National Center for Advancing Translational Sciences (NCATS).
TRHR agonist = qHTS for Small Molecule Agonists and Allosteric Enhancers of Human TRH Receptor: Primary Screen for Agonists | AID 493084, 2011 | activation, % at 2 µM | Thyrotropin-releasing hormone receptor (Homo sapiens), P34981 | 360,000 tested, 0.18% active | TRHR cells, calcium flux fluo-8, FDSS agonist mode; in the data active means activation above about 30%; further: 0% is about no effect
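TRHR-expressing cells, plated overnight in medium with 10% serum, were loaded with fluo-8 calcium dye at room temperature. After a 10 s baseline, library compound was pin-added and calcium release was recorded kinetically (ex 480/em 530) as agonist response.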
D2 ag = HTS Assay for Allosteric Agonists of the Human D2 Dopamine Receptor: Primary Screen for Agonists. HEK293 T-REx D2 cells, calcium flux agonist mode. AID 485358, 2010. activation, % at 2 µM. 340,000 tested, 0.53% active;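 active means activation over 3 SD above normal in the single-dose calcium agonist read, cut at about 30% in these data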; further: 0% is about no effect
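In this primary screen, compounds producing a positive calcium signal within 180 s of addition to tetracycline-induced, force-coupled HEK293 Trex D2 cells are flagged; cells are dye-loaded with a no-wash calcium kit beforehand.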
TrxR1 substrate = qHTS Assay for Substrates of Mammalian Selenoprotein Thioredoxin Reductase 1 (TrxR1): qHTS; Thioredoxin reductase 1, cytoplasmic (Rattus norvegicus), O89049; AID 588456, 2011; purified TrxR1 substrate turnover, NADPH consumption readout; 390,000 tested, 0.01% active; Potency, µM (series often up to 114 µM), without a hit: at the top dose activity change, negative = substrate turnover; further: potency means the concentration at half of the fitted maximal effect; on the % scale 0 is the no-effect control and ±100 the full control effect; nearly all actives have a fitted effect of over 50% in size
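Rat TrxR1, dispensed at 90 nM, was prereduced with 400 uM NADPH (final) for 5 min at ~22 deg C, then incubated with compound 15 min before 400 uM selenite. A first-read NADPH fluorescence drop versus no-compound background flagged substrates.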
TrxR1 inh = qHTS Assay for Inhibitors of Mammalian Selenoprotein Thioredoxin Reductase 1 (TrxR1): qHTS; Thioredoxin reductase 1, cytoplasmic (Rattus norvegicus), O89049; recombinant rTrxR1, NADPH fluorescence consumption, selenite substrate; Potency, µM (highest dose often 114 µM), without a hit: top-dose activity change, negative = inhibition, most hits filed as inhibitors; 390,000 tested, 1% active; further: potency means the concentration at half of the fitted maximal effect; on the % scale 0 is the no-effect control and ±100 the full control effect; nearly all actives have a fitted effect of over 65% in size
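Rat TrxR1 (90 nM in the dispensed reagent) was pre-reduced with 400 uM NADPH for 5 min at room temperature, then incubated with compound for 15 min. After 400 uM selenite was added, NADPH fluorescence (Ex 340/Em 450 nm) was followed for 8 min.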
USP1 inh = Inhibitors of USP1/UAF1: Primary Screen. Potency, µM (highest dose often 57.1 µM), for inactives: top-dose activity change, negative = inhibition, actives largely listed as inhibitors. Ubiquitin carboxyl-terminal hydrolase 1 (Homo sapiens), O94782. 390,000 tested, 0.23% active. recombinant USP1/UAF1, Ub-Rhodamine cleavage fluorescence; further: potency means the concentration at half of the fitted maximal effect; on the % scale 0 is the no-effect control and ±100 the full control effect; nearly all actives have a fitted effect of over 60% in size; inactives centre near -12
Target sequence (O94782 whole entry, looked up): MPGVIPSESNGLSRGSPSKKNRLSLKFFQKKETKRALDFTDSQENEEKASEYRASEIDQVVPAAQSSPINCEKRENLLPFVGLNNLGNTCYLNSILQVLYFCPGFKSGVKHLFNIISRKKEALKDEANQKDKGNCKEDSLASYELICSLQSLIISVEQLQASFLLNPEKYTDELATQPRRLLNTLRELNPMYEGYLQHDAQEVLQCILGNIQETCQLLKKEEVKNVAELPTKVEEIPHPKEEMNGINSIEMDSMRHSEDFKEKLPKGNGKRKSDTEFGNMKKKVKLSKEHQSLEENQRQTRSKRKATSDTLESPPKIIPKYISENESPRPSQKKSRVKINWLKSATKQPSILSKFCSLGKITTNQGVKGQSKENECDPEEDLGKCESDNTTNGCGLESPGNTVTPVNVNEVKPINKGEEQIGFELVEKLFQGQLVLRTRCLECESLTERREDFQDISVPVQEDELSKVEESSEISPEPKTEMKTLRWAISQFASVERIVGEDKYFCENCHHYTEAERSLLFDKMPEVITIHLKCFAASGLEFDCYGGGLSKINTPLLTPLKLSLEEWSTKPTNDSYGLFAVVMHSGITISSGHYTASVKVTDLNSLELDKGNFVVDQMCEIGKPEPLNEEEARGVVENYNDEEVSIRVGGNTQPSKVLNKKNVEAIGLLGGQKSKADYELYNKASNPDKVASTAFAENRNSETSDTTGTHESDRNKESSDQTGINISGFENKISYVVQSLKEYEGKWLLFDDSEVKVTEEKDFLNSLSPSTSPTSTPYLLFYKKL
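1 nM enzyme complex + cpd, 15 min RT; start with Ub-Rho 150nM final; kinetic fluorescence ex 480/em 540, 6 reads q60 s. Buffer 50mM HEPES pH 7.8, 0.5mM EDTA, 0.1 mg/ml BSA, 1mM TCEP, 0.01% Tween-20.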
mIDH1 inhibitor = qHTS for Inhibitors of mutant isocitrate dehydrogenase 1 (IDH1): qHTS. IDH1-R132H enzyme, NADPH consumption, diaphorase/resazurin fluorescence. Potency, µM (top dose mostly 76.6 µM), for inactives: at the top dose activity change, negative = inhibition, actives largely listed as inhibitors. 390,000 tested, 0.093% active; further: potency means the concentration at half of the fitted maximal effect; on the % scale 0 is the no-effect control and ±100 the full control effect; nearly all actives have a fitted effect of over 65% in size
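IDH1-R132H (0.5 ug/mL) preincubated 30 min with compound, then NADPH (0.016 mM) and alpha-KG (2 mM) added; 80 min at RT, pH 7.5. Remaining NADPH coupled via diaphorase/resazurin to fluorescence (540/590 nm); concentration-response curves normalized to no-enzyme control.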
PI4K2A block = qHTS for small molecular inhibitors of PI4K2A; 420,000 tested, 0.13% active; purified PI4K2A, ADP-Glo luminescence, 1 h; hits give low values; AID 1346378, 2018; Phosphatidylinositol 4-kinase type 2-alpha (Homo sapiens), Q9BTU6; activity change, negative = inhibition, % at 76.9 µM; in the data active means activity change below about -50%; inconclusive means mostly about -30% to -49%;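 further: -100% = wells without enzyme as full effect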
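ADP-Glo luminescence measured ADP generated by PI4K2A enzyme (4 ug/mL before mixing) with 1.2 mM PI substrate (pre-mix) and 300 microM ATP (pre-mix). Tris pH7.5 buffer with MgCl2, Triton X-100; 1 h reaction at ambient temperature.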
TRHR PAM = qHTS for Small Molecule Agonists and Allosteric Enhancers of Human TRH Receptor: Primary Screen for Enhancers. Thyrotropin-releasing hormone receptor (Homo sapiens), P34981. TRHR cells, fluo-8 calcium fluorescence, EC20 TRH enhancement. enhancement, % at 2 µM. 360,000 tested, 0.66% active. AID 493056, 2011; in the data active means enhancement above about 30%; further: 0% is about no effect
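Enhancer read-out: after compound pinning and an initial kinetic agonist-mode read, an EC20 of TRH (10 nM final) was injected and fluo-8 calcium signal (Ex 480/Em 530) followed at 1 s/cycle for 100 cycles in TRHR-expressing cells.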
D2 antagonist = HTS Assay for Allosteric Antagonists of the Human D2 Dopamine Receptor: Primary Screen for Antagonists | 340,000 tested, 2% active | AID 485344, 2010 | HEK293 TREx D2 cells, calcium flux, dopamine EC80 | inhibition, % at 10 µM; in the data active means inhibition above about 30%; further: 0% is about no effect
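Overnight-induced (tetracycline, 30 C) HEK293 T-REx cells carrying force-coupled D2 receive a no-wash calcium dye, then compound, then EC80 dopamine at 180 s; signals are read kinetically throughout.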
Numbers without * were called inactive; u = inconclusive; x = no result given; & = joins results of further samples; [ ] = remark or other dose. Unless noted, the call rests on the fitted dose curve; in most records, active means well fitted inhibition curve with a large enough effect; inconclusive means small, poorly fitted or top-dose-only effect; inactive means no such curve, though single readings can be large or run the other way.

Under each structure – PI4K2A block, TrxR1 inh, TRHR agonist, TRHR PAM, USP1 inh, mIDH1 inhibitor, TrxR1 substrate, D2 ag, D2 antagonist
COc1ccc(CC(=O)N(Cc2ccccc2)c2ccc(C)cc2)cc1OC
 : -4, -9%, -2.8, 2, -24%, 8%, -11%, -0.2, -11
CCOC(=O)c1c(C)nc2sc3c(=O)n(-c4ccc(C)cc4)cnc3c2c1-c1ccc(OC)cc1
 : 5, 12%[57.1 µM], 0.4, 4, -6%, 1%, 8%[57.1 µM], 0.1, 8
CCN1C(=O)[C@@H]2Cc3c([nH]c4ccccc34)C(c3ccc(OC)cc3)N2C1=S (stereo not given in full)
 : 1, -17%, 1.5, -2, -4%, -10%, -10%, -0.9, -2
CN1C(=O)/C(=C/c2ccc(OCc3ccccc3F)cc2)NC1=S
 : -5, -5%, 0.1, -2, -1%, 0%, -10%, 0.3, -21
COc1ccc(C2=CC(=O)C[C@H](c3ccc(F)cc3)C2)cc1OC
 : -5, 8%[57.1 µM], -0.2, -5, -30%, 4%, 5%[57.1 µM], -0.1, -1
OCC1(Cc2ccccc2F)CCCN(CC2CCCCC2)C1 (stereo not given)
 : 11, 16%, 0.0, 6, -25%, -3%, 4%, 1.7, 2
O=C(O)c1ccc(NC(=S)NC(=O)c2ccc3ccccc3c2)cc1
 : 0, u, -0.1, 0, 1%, -1%, 3%, -1.2, 18
COCCOC(=O)c1[nH]c2c(c1C)C(=O)CC(c1ccccc1)C2 (stereo not given)
 : -1, 10%[57.1 µM], 0.0, 0, -29%, 0%, 7%[57.1 µM], 1.1, -1
COc1ccc(CC(=O)Nc2ccccc2N2CCCC2)cc1OC
 : 4, 4%, -0.7, -1, -7%, -2%, 0%, 0.3, -1
Cc1cc(N)n(Cc2cccs2)n1
 : 1, 107%[activator], 1.1, 4, -18%, 14%, 3%, 1.7, 11
CCCc1cc(=O)oc2cc(OC3CCCCC3=O)ccc12 (stereo not given)
 : -6, 17%, -0.5, -7, -23%, 1%, 61%[activator], -0.8, -8
Cc1ccc([C@H]2C(C(=O)O)=C[C@@H](CC3CCCC3)N2S(=O)(=O)c2ccc(C)cc2)cc1
 : 3, 3%, x, x, -25%, 0%, -4%, x, x
Cn1c(=O)oc2cc(S(=O)(=O)N3CCCC(C(=O)NCCN4CCOCC4)C3)ccc21 (stereo not given)
 : 7, 7%, 0.0, -1, -18%, 4%, -2%, 0.4, -13
COc1cccc(-n2nnc3c(=O)n(CC(=O)N4CCC(C)CC4)cnc32)c1
 : -3, 18%, 0.5, 0, -22%, 10%, 15%, -0.2, 8
Cc1ccc(-c2nnc(SCC(=O)N/N=C/c3ccccc3C(=O)O)n2-c2ccccc2)cc1
 : x, x, -0.2, -2, x, x, x, -0.8, 6
O=C(CN1CCSCC1)c1c[nH]c2ccccc12
 : -6, 1%, 0.8, 1, -5%, 7%, 18%, -1.1, -4
CCOC(=O)c1[nH]cnc1C(=O)Nc1ccccc1C
 : -2, 15%[57.1 µM], -0.1, 6, -3%, 27%, 4%[57.1 µM], 0.7, -3
CCOC(=O)C1(C)NC(c2ccc(N(C)C)cc2)C2C(=O)N(c3ccc(OC)cc3)C(=O)C21 (stereo not given)
 : -3, -12%, 0.3, -5, -18%, 0%, -7%, -0.5, -2
Cc1ccc(NC(=O)COC(=O)CN2C(=O)NC3(CCCC3)C2=O)cc1Cl
 : -1, 18%, -0.1, 4, -22%, 1%, 3%, x, x
O=S(=O)(c1ccccc1)n1cc(-c2ccccn2)c(N2CCOCC2)n1
 : -3, 15%, -0.2, -2, 1%, 17%, 2%, 0.1, 23

(list continues)
Under each structure – PI4K2A block, TrxR1 inh, TRHR agonist, TRHR PAM, USP1 inh, mIDH1 inhibitor, TrxR1 substrate, D2 ag, D2 antagonist
OCCNc1nc(OCC(F)(F)F)nc(N2CCN(C34CC5CC(CC(C5)C3)C4)CC2)n1
 : 2, 7%, 0.4, -3, -20%, 3%, 1%, 1.2, 0
CC(=O)Nc1ccc(CNc2ncnc3ccc(-c4c(C)noc4C)cc23)cc1
 : -3, 14%, -0.1, -5, x, x, 2%, -1.5, 1
CC[n+]1ccccc1/C=C/c1ccc(N(C)C)cc1
 : -4, -29%, 5.0, 1, -16%, -6%, u, 3.0, -1
CCC1=NN(C(=O)c2ccc(Br)cc2)C(O)(c2ccc(C)cc2)C1 (stereo not given)
 : 1, -11%, 1.1, -1, -15%, 10%, -6%, -0.7, -4
CCN(CC(=O)NCc1cccs1)C(=O)c1ccc([N+](=O)[O-])o1
 : -1, u, 0.4, 1, -10%, 18%, -9%, 0.3, 5
CCN(CC)C(=O)CSc1nc(C)cc(C)n1
 : -2, 28%[57.1 µM], 1.2, 4, -17%, 2%, 5%[57.1 µM], 0.1, -12
COC(=O)NNC(=O)C(c1ccccc1)c1ccccc1
 : 4, 26%, x, x, -21%, 9%, 9%, x, x
COc1cccc(CN(C(=O)/C=C/c2ccc(Cl)cc2)C2CCS(=O)(=O)C2)c1 (stereo not given)
 : 4, 12%[57.1 µM], -0.6, -9, -18%, -9%, 3%, 0.3, 3
CCOC(=O)c1c(N)sc(C(O)(C(F)(F)F)C(F)(F)F)c1-c1ccc(OC)cc1OC
 : -1, 6%, 0.1, 7, u, 0%, -13%, -2.1, -9
FC(F)(F)c1cccc(NC(=S)NCCc2ccccn2)c1
 : 8, -8%, -0.1, -5, -5%, 5%, -9%, -0.3, 8
NC(=O)C1=C[C@@H](c2ccc(C(F)(F)F)cc2)C[C@@H](OCc2ccc(CO)cc2)O1
 : -2, 7%[57.1 µM], -0.3, 3, 17%, -3%, 9%[57.1 µM], -0.1, 5
Cc1cc(C)cc(NS(=O)(=O)c2ccc3c(c2)OCC(C(=O)N2CCCC2)O3)c1 (stereo not given)
 : -4, 9%[57.1 µM], 0.1, -5, u, -11%, 2%[57.1 µM], x, x
CC1CC2=C(C(=O)O1)C(c1ccc(Cl)cc1)Nc1ccccc1N2 (stereo not given)
 : -1, -27%[57.1 µM], 0.3, 1, 9%, -3%, -8%[57.1 µM], 4.0, 6
Cc1ccc(C)c(N2CCN(C(=O)CCCn3ncn4c(cc5occc54)c3=O)CC2)c1
 : 1&-7, 33%&1%, -0.8&-1.0, -4&-3, u, -7%&2%, -2%&3%, -0.3&-0.4, 17
Cc1cccc(C)c1NC(=O)N1CC=CCC1
 : -3, 16%, 0.2, -5, -17%, 1%, 1%, 0.6, 13
CCOc1ccccc1NC(=O)COC(=O)C(CC)c1ccccc1 (stereo not given)
 : -2, 20%, -0.5, 8, -23%, 8%, 1%, 1.0, -4
CCCCN(C(=O)c1ccc(NC(=O)C(C)C)cc1)c1ccccc1
 : -5, 16%, -0.7, -12, -21%, -2%, 4%, -2.0, -6
CC(=O)Nc1cc(OC(=O)c2ccco2)cc(OC(=O)c2ccco2)c1
 : 4, 3%[57.1 µM], 0.8, 3, -6%, -4%, 10%[57.1 µM], x, x
CN(CCO)c1ccc([N+](=O)[O-])cc1C(=O)O
 : 2, -12%, 0.1, 23, -4%, -2%, -11%, -0.7, -12
COC(=O)c1c(C)oc2ccc(N(C(=O)c3ccncc3)S(=O)(=O)c3ccc(OC)cc3)cc12
 : 2, -2%, 0.4, -4, u, -12%, -4%, -0.5, x
Cn1cnnc1SCCNS(=O)(=O)c1cccc([N+](=O)[O-])c1
 : 4, 5%, 0.2, -5, 4%, -3%, -2%, 0.4, -9
NC(=O)CCn1c(C(=O)c2cc(Cl)c(N)c(Cl)c2)c2ccccc2[n+]1[O-]
 : -1, -2%[57.1 µM], -0.1, -7, -2%, -6%, 7%[57.1 µM], -0.4, -12
Cc1sc2nc3n(c(=O)c2c1C)NC(=O)CC3
 : 9, 30%[57.1 µM], -0.5, -11, -16%, 9%, 6%[57.1 µM], 0.9, -9

Filtered by structure, those above containing a nitro group on carbon
Under each structure – PI4K2A block, TrxR1 inh, TRHR agonist, TRHR PAM, USP1 inh, mIDH1 inhibitor, TrxR1 substrate, D2 ag, D2 antagonist
CCN(CC(=O)NCc1cccs1)C(=O)c1ccc([N+](=O)[O-])o1
 : -1, u, 0.4, 1, -10%, 18%, -9%, 0.3, 5
CN(CCO)c1ccc([N+](=O)[O-])cc1C(=O)O
 : 2, -12%, 0.1, 23, -4%, -2%, -11%, -0.7, -12
Cn1cnnc1SCCNS(=O)(=O)c1cccc([N+](=O)[O-])c1
 : 4, 5%, 0.2, -5, 4%, -3%, -2%, 0.4, -9
